# Screening results as filed in PubChem.
# PPARg SRC2 recr: promotes SRC-2 coactivator recruitment by human PPARgamma; PPARgamma LBD-SRC-2 recruitment, biochemical; activation, % at 8 µM; actives 0.34% (n = 200,000); AID 1032; in the data active = activation above about 22%;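 also: 0% = vehicle and 100% = reference agonist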
# Target sequence (P37231 whole entry, looked up, the tested form may be a part): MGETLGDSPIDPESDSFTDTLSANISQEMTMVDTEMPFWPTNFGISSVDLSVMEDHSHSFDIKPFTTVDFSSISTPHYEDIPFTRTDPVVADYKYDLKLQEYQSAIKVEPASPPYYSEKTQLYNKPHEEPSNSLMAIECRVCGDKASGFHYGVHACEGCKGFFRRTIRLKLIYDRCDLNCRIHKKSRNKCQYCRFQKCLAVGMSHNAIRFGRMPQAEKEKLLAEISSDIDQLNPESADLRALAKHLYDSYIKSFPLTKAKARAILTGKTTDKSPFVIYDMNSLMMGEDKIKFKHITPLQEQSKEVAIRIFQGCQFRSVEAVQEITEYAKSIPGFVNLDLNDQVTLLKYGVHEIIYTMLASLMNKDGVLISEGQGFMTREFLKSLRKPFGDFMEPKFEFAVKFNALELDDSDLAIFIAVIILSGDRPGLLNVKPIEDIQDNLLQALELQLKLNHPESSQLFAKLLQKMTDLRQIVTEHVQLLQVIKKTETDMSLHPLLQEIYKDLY
# Lmaj promast: inhibitors of Leishmania major promastigote growth | inhibition, % at 10 µM | Leishmania major promastigotes, resazurin fluorescence viability | actives 9% (n = 200,000) | AID 1063; in the data active = inhibition above about 50%;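 also: promastigotes grown with compound for 44 hours at 28 °C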
# PPARg SRC3 recr: PPARgamma-driven SRC-3 recruitment agonism | activation, % at 8 µM | actives 0.26% (n = 200,000) | P37231 | biochemical PPARgamma/SRC-3 coactivator recruitment assay | AID 731; in the data active = activation above about 23%;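 also: 0% = DMSO and 100% = reference agonist; some compounds past the cut are filed as inactive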
# SRC2 TRFRET art: flags TR-FRET format artefacts in PPARgamma SRC-2 recruitment agonist screen; TR-FRET artefact counter-screen; active compounds read high; TR-FRET ratio at 8 µM; actives 0.4% (n = 200,000); AID 1049; in the data active = TR-FRET ratio above about 2000; also: inactives centre near 1500; reference of the scale not given here
# TLR4-MyD88 BLA: inhibitors of human TLR4-MyD88 binding; inhibition, % at 8.4 µM; HeLa CL3-4 TLR4/MyD88 BLA complementation, FRET ratio; O00206+Q99836; actives 0.18% (n = 200,000); AID 861; in the data active = inhibition above about 25%;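 also: 0% = vehicle and 100% = reference inhibitor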
# ROMK primary: human ROMK K+ channel modulation, primary screen. AID 1918. Tet-inducible ROMK, thallium flux fluorescence; actives lie on both sides. B-score at 10 µM. actives 2% (n = 130,000);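 active = signal ratio slope over the read window, or its plate-corrected B-score, at least 3 SD from the plate mean, either direction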;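 also: B-score of the F/F0 ratio slope over 7 to 12 s after thallium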
# bIAP inhibitor: intestinal alkaline phosphatase (bovine) inhibition | purified bovine IAP, CDP-star luminescence, 30 min | AID 1019 | 190,000 tested, under 10 active | inhibition, % at 20 µM;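 active = over 50% inhibition of intestinal alkaline phosphatase at 20 µM in the single-dose screen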
#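 Assay system: bovine IAP enzyme; medium: DEA buffer 100 mM, pH 9.8, with MgCl2 1.0 mM, ZnCl2 0.02 mM; doses: 20 µM single dose; incubation: enzyme reaction for 30 min at room temperature; detection: CDP-star luminescence signal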
# bIAP activator: intestinal alkaline phosphatase (bovine) activation. purified bovine IAP, CDP-star luminescence, 30 min; active compounds read high; fold of DMSO-control signal, blank-subtracted. activation factor at 20 µM. actives 0.17% (n = 200,000). AID 1016;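 active = activation factor of 2 or more at 20 µM, a signal rise over negative controls twice the positive control's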
# Redox H2O2 prof: compounds producing H2O2 with reducing agent – biochemical, NIH compound library profiling, artefact control for MLSCN library redox annotation, primary screen; DTT-dependent redox cycling H2O2, phenol red/HRP absorbance; 100% = 100 µM peroxide control, 0% = buffer; activation, % at 10 µM; actives 0.03% (n = 200,000); AID 878;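 active = activation of at least 50% relative to the plate's high and low controls in the primary single-dose screen; inactive = activation below 50%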;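 also: compound incubated with DTT at 0.8 mM final as the reducing agent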
# PPARg SRC1 recr: promotes SRC-1 coactivator recruitment by human PPARgamma; activation, % at 8 µM; actives 0.41% (n = 200,000); P37231; AID 631; PPARgamma-SRC-1 coactivator recruitment biochemical assay; in the data active = activation above about 19%;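 also: 0% = DMSO and 100% = reference agonist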
# S1P3 antag: antagonists of human S1P3 receptor | Q99500 | CHO S1P3 NFAT-BLA reporter, FRET fluorescence, antagonist mode | inhibition, % at 4.98 µM | actives 0.27% (n = 170,000) | AID 485;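 active = inhibition above the plate cutoff, the mean inhibition of test wells on that plate plus 3 SD, cut at about 28% in these data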;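 also: cells challenged with S1P at its EC80 of 0.8 µM; blue over green emission ratio from cleaved BLA substrate after 4 h stimulation; 0% = S1P-stimulated wells and 100% = unstimulated DMSO-only wells; some compounds past the cut are filed as inactive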
# Target sequence (Q99500 whole entry, looked up): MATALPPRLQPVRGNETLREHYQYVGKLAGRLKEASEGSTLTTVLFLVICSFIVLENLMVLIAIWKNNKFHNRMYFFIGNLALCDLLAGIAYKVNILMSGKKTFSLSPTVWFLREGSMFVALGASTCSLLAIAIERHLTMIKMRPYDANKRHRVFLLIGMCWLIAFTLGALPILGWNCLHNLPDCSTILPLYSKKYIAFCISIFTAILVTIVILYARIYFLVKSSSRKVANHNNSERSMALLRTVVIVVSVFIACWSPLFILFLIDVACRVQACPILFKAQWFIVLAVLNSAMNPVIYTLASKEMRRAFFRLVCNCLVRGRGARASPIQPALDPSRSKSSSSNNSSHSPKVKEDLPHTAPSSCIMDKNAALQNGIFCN
# An asterisk follows results filed as active; · = not tested or not shown.
[1] OCCC1CN(CC(c2ccccc2)c2ccccc2)CCN1C1CCCC1 (stereo not given)
[2] CCOc1ccc(N(CC(=O)OC)S(=O)(=O)c2ccc(OC)c(OC)c2)cc1
[3] CCOc1cc(N2CCOCC2)c(OCC)cc1NC(=O)CSc1n[nH]c(N)n1
[4] N#Cc1c(SCC(N)=O)nc(-c2ccccc2)c2c1CCCC2
[5] COc1cc(OC)cc(C(=O)Nc2nnc(Cc3ccc(OC)c(OC)c3)s2)c1
[6] COC(=O)[C@@]1(Cc2ccc(F)cc2)[C@H]2c3cc(C(=O)N4CCCC4)n(Cc4ccc(C(F)(F)F)nc4)c3C[C@H]2CN1C(=O)c1ccccc1
[7] O=C(CNC(=O)c1cccc(Br)c1)N/N=C/c1ccc[nH]1
[8] O=C(c1cc(-c2ccccc2)nc2ccccc12)N1CCN(c2ccccn2)CC1
[9] O=C(NCCn1ccc2ccccc21)c1ccc(S(=O)(=O)N2CCOCC2)cc1
[10] Cc1cccc(NC(=O)C2CCN(c3nc(C)cc(C)n3)CC2)c1

compound no.,1,2,3,4,5,6,7,8,9,10
PPARg SRC2 recr,5,-1,16,5,-8,-3,-11,7,·,4
Lmaj promast,87*,1,4,3,7,87*,-5,24,-1,-12
PPARg SRC3 recr,-3,-3,7,6,-2,0,-7,3,·,2
SRC2 TRFRET art,1514,1529,1649,1715,1436,1362,1392,1703,·,1463
TLR4-MyD88 BLA,1,-8,6,4,3,-7,2,15,·,0
ROMK primary,-1.7,-0.4,-0.89,1.3,0.73,0.16,-1.4,-1.6,·,·
bIAP inhibitor,-6,-3,-20,11,3,38,-14,-1,7,5
bIAP activator,1.1,1,1.2,0.9,1,0.6,1.1,1,0.9,1
Redox H2O2 prof,-0.2,0.2,-1.0,-0.1,-0.4,0.7,0.2,-0.8,-1.4,-0.5
PPARg SRC1 recr,4,8,7,11,0,3,-5,6,·,-2
S1P3 antag,-8,0,-7,8,-5,-9,-9,-31,16,10

# Record cards (already shown):
# Listed for `CCOc1cc(N2CCOCC2)c(OCC)cc1NC(=O)CSc1n[nH]c(N)n1` → PPARg SRC2 recr: 16; Lmaj promast: 4; PPARg SRC3 recr: 7; SRC2 TRFRET art: 1649; TLR4-MyD88 BLA: 6; ROMK primary: -0.89; bIAP inhibitor: -20; bIAP activator: 1.2; Redox H2O2 prof: -1.0; PPARg SRC1 recr: 7; S1P3 antag: -7
# Listed for `O=C(CNC(=O)c1cccc(Br)c1)N/N=C/c1ccc[nH]1` → PPARg SRC2 recr: -11; Lmaj promast: -5; PPARg SRC3 recr: -7; SRC2 TRFRET art: 1392; TLR4-MyD88 BLA: 2; ROMK primary: -1.4; bIAP inhibitor: -14; bIAP activator: 1.1; Redox H2O2 prof: 0.2; PPARg SRC1 recr: -5; S1P3 antag: -9

# Further results follow.
[11] CCOC(=O)N1C=CC(C)=C[C@@H]2[C@@H](N3C(=O)c4ccccc4C3=O)C(=O)N21
[12] COc1ccc(N2C(=O)CC(C3CCCO3)C2=O)cc1 (stereo not given)
[13] Cc1c(Cl)cccc1NC(=O)CN1CCN(CCN=CC2=C(O)CC(c3ccccc3)CC2=O)CC1 (stereo not given)
[14] Cc1ccc(N=Cc2cc(Cc3ccccc3Cl)cc([N+](=O)[O-])c2O)c(O)c1
[15] CCN(C(=O)CSc1nnc(Nc2cccc(C)c2C)s1)C1CCS(=O)(=O)C1 (stereo not given)
[16] CN(C)C(=O)c1nc2ccc(Cl)cn2c1CN1CCCC(OCc2ccccc2)C1 (stereo not given)
[17] Nc1c2c(nc3ccc(Br)cc13)N(Cc1ccccc1)CC2
[18] CCCn1ncc(OC)c(Cl)c1=O
[19] CC(N)c1ccc(Cl)cc1Cl (stereo not given)
[20] Cc1ccc(NC(=O)/C(C#N)=C/c2cc(C)n(-c3ccc(N4CCOCC4)c([N+](=O)[O-])c3)c2C)c(C)c1

compound no.,11,12,13,14,15,16,17,18,19,20
PPARg SRC2 recr,-8,2,-1,1,12,4,11,0,0,3
Lmaj promast,-10,-5,-15,73*,-4,15,94*,-2,-7,-5
PPARg SRC3 recr,-1,-5,2,4,0,2,3,-10,0,2
SRC2 TRFRET art,1442,1503,1639,1590,1739,1446,1692,1534,1677,1581
TLR4-MyD88 BLA,-3,3,-2,-6,3,-7,2,7,-1,12
ROMK primary,·,1.2,0.038,·,·,-0.047,-1.2,·,·,·
bIAP inhibitor,-1,0,-8,13,31,-4,-4,4,19,8
bIAP activator,1,1,1.1,0.9,0.7,1,1,1,0.8,0.9
Redox H2O2 prof,-0.2,0.3,-0.5,-1.1,0.1,-2.7,-0.8,1.9,0.1,1.8
PPARg SRC1 recr,-4,0,5,8,2,1,8,-3,0,-6
S1P3 antag,3,-21,-12,-18,-14,-12,1,·,-3,·

[21] Cc1ccc(CSc2nnc(C)c(=O)n2N)cc1
[22] NC(=O)c1ccccc1NC(=O)Nc1ccc(F)c(Cl)c1
[23] CCCCOC(=O)Cc1c(O)c2ccccc2[nH]c1=O
[24] CC(=O)c1ccc(N2CCN(C(=O)c3cc(-c4ccc5c(c4)OCO5)nc4ccccc34)CC2)cc1
[25] O=C(CSc1nc2c(c(=O)n1-c1ccccc1)SCC2)N1CCOCC1
[26] COc1ccc(NC(=O)c2cc3c(=O)n4ccccc4nc3n2C)c(OC)c1
[27] Nc1cc[n+](CC(=O)c2ccc3c(c2)OCCO3)cc1
[28] CCOC(=O)c1[nH]c2ccc(OC)cc2c1NC(=S)N1CCN(C(=O)OCC)CC1
[29] CN(C)C(CNC(=S)Nc1ccc(Cl)cc1)c1cccnc1 (stereo not given)
[30] O=C(NCCN1CCOCC1)C1CCC(CNS(=O)(=O)c2ccccc2)CC1 (stereo not given)

compound no.,21,22,23,24,25,26,27,28,29,30
PPARg SRC2 recr,-1,8,4,1,2,7,5,-6,7,2
Lmaj promast,-1,7,-13,37,-1,-5,78*,10,5,-1
PPARg SRC3 recr,-4,5,12,2,7,2,-2,8,-1,-5
SRC2 TRFRET art,1549,1473,1543,1927,1445,1613,1328,1778,1673,1248
TLR4-MyD88 BLA,10,-23,5,7,-8,10,14,3,-11,-2
ROMK primary,·,0.22,-0.44,·,·,-0.99,·,0.24,-0.093,-0.091
bIAP inhibitor,0,-35,3,-6,2,6,8,-8,5,-8
bIAP activator,1,1.4,1,1.1,1,0.9,0.9,1.1,0.9,1.1
Redox H2O2 prof,0.1,-1.7,-0.5,3.3,0.1,-0.1,0.2,-0.1,0.0,0.1
PPARg SRC1 recr,3,-2,3,-2,-4,10,-3,5,-4,-9
S1P3 antag,0,-18,-24,14,-18,1,-3,-15,-3,5

[31] CC(=O)Nc1cccc(-c2cn3ccc(C)cc3n2)c1
[32] O=C(NC1CCCC1)C(NS(=O)(=O)c1ccc(Br)s1)c1ccccc1 (stereo not given)
[33] COC(=O)C1=C(C)Nc2c(c(=O)n(C)c(=O)n2C)C1c1cccs1 (stereo not given)
[34] COc1ccc(CN(CC2CCC(C(=O)O)CC2)C(=S)Nc2ccc(C)c(Cl)c2)cc1 (stereo not given)
[35] O=C(Cn1nnc(-c2cc(Cl)ccc2-n2cnnn2)n1)N1CCCc2ccccc21
[36] O=C(CSc1nc2ccccc2c(=O)n1CCCN1CCOCC1)NC12CC3CC(CC(C3)C1)C2
[37] CCn1cc(C(=O)NC(C)C23CC4CC(CC(C4)C2)C3)cn1 (stereo not given)
[38] COc1ccc(NC(=O)c2cc3nc(-c4ccccc4)cc(-c4ccccc4)n3n2)c(OC)c1
[39] C=CCn1c(C)cc(C(=O)COC(=O)CNC(=O)c2ccccc2)c1C
[40] CC1(C)CC(=O)C2=C(C1)N=C1SCCC(=O)N1C2c1ccccc1 (stereo not given)

compound no.,31,32,33,34,35,36,37,38,39,40
PPARg SRC2 recr,6,3,1,8,-3,1,1,8,0,9
Lmaj promast,2,-6,14,2,23,24,43,-2,-7,-2
PPARg SRC3 recr,0,1,-8,0,2,3,4,4,-1,8
SRC2 TRFRET art,1618,1509,1520,1531,1725,1690,1550,1551,1726,1472
TLR4-MyD88 BLA,2,13,2,-2,-18,-4,-8,-12,-11,-1
ROMK primary,-0.16,0.92,0.88,-0.63,·,0.0079,0.55,-0.0088,0.043,·
bIAP inhibitor,0,5,3,2,-1,-26,-11,0,10,-10
bIAP activator,1,1,1,1,1,1.3,1.1,1,0.9,1.1
Redox H2O2 prof,0.9,-0.1,1.4,-0.9,1.5,-1.3,0.1,0.5,-0.7,0.9
PPARg SRC1 recr,10,3,-6,2,5,1,-3,0,2,0
S1P3 antag,-4,-8,-12,10,-26,-10,1,·,-1,-13

[41] Cc1cc2c(nn1)CCc1nonc1-2
[42] Nc1c(C(=O)OCC2CCCO2)c2nc3ccccc3nc2n1C1CCCC1 (stereo not given)
[43] COc1ccccc1NC(=O)N(CCN1CCCC1)Cc1cc2cc(C)ccc2[nH]c1=O
[44] COc1ccc(/C=N/NC(=O)c2ccncc2)cc1CN1CCN(c2ccc(F)cc2)CC1
[45] O=C(CSc1nnc(-c2ccco2)o1)NC(=O)C1COc2ccccc2O1 (stereo not given)
[46] Cc1ccc(Nc2ccccc2)cc1
[47] CN1C(=S)N(c2cccnc2)C(=O)/C1=C\c1ccc(C(C)(C)C)cc1
[48] CCC(Sc1nc2ccccc2c(=O)n1CCN1CCOCC1)C(=O)NCc1cccnc1 (stereo not given)
[49] CC/C(=N\NC(=S)NC(C)C)c1ccc(OC(F)F)cc1
[50] COc1ccccc1NC(=O)C(Sc1ccccc1)c1ccccc1 (stereo not given)
[51] O=S(=O)(c1ccccc1)c1ccc(C(F)(F)F)cn1
[52] CCOC(=O)C1(CCCc2ccccc2)CCN(CC(O)CO)CC1 (stereo not given)
[53] CSc1cc(N2CCOCC2)nc(-c2ccccc2Cl)n1

compound no.,41,42,43,44,45,46,47,48,49,50,51,52,53
PPARg SRC2 recr,6,3,3,1,-1,10,5,-1,10,0,0,-2,1
Lmaj promast,-5,51*,-12,-4,-5,-1,96*,5,17,16,4,23,46
PPARg SRC3 recr,9,13,1,0,-6,14,13,1,8,0,0,-2,6
SRC2 TRFRET art,1666,1522,1593,1568,1560,1530,1626,1399,1749,1607,1508,1408,1536
TLR4-MyD88 BLA,0,4,17,-15,-9,-2,-3,-4,6,-7,-4,-1,4
ROMK primary,·,-1.2,-2.8,-0.031,·,·,-1.6,0.9,0.047,0.055,·,-0.26,-0.44
bIAP inhibitor,11,1,·,-15,-10,-6,-8,0,12,·,10,-7,36
bIAP activator,0.9,1,·,1.1,1.1,1.1,1.1,1,0.9,0.5,0.9,1.1,0.6
Redox H2O2 prof,-0.4,-0.7,0.8,-0.6,-0.3,1.1,0.0,0.2,-2.0,0.2,-0.4,-0.7,0.4
PPARg SRC1 recr,5,2,4,10,2,1,5,-1,16,-1,-3,1,1
S1P3 antag,6,6,·,16,·,·,-7,·,0,5,-5,-13,-1
